From PubChem BioAssay
RORg inh – qHTS for inhibitors of ROR gamma transcriptional activity; 5.4% of 310,000 active; AID 2551, 2010; Nuclear receptor ROR-gamma (Mus musculus), P51450; Potency, µM (series often up to 53.6 µM), without a hit: top-dose activity change, negative = inhibition, hits mostly inhibitors; Drosophila S2 Gal4-RORgamma UAS-luciferase reporter, 20 h; further: on the % scale 0 is the no-effect control and ±100 the full control effect; nearly all actives have a fitted effect of over 60% in size
Target sequence (P51450 whole entry, looked up, the tested form may be a part): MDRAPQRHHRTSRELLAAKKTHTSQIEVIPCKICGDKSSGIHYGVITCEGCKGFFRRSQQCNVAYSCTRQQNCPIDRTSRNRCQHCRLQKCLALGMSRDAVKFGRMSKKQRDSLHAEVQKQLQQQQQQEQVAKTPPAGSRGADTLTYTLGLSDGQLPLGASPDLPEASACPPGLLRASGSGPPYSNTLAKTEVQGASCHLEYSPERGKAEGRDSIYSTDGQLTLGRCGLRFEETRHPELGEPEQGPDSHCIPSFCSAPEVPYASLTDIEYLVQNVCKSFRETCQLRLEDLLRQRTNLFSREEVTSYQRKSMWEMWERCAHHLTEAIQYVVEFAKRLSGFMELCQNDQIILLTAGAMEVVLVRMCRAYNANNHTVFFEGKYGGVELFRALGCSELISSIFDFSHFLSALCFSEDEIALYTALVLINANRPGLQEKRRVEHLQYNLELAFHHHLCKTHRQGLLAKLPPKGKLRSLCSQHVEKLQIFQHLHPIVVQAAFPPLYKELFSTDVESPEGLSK
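A Gal4/UAS one-hybrid system in insect cells: metallothionein-promoter Gal4–ROR gamma fusion plus Photinus luciferase reporter. Copper sulfate 700 uM final, 20 hr ambient incubation, luminescent detection after 10 min with reagent.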
FLuc modulator – qHTS profiling assay for firefly luciferase inhibitor/activator using purifed enzyme and Km concentrations of substrates (counterscreen for miR-21 project); AID 588342, 2011; Potency, µM (series often up to 57.5 µM), without a hit: at the top dose activity change, negative = inhibition, most hits filed as inhibitors; Luciferin 4-monooxygenase (Photinus pyralis), P08659; 6.9% of 360,000 active; purified FLuc, Km substrates, luminescence inhibition;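 further: plate controls were vehicle for no effect and reference inhibitor for full effect; nearly all actives have a fitted effect of over 55% in size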
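Purified P. pyralis luciferase (10nM final) with 10uM D-luciferin and 10uM ATP (Km levels) in 50mM Tris acetate pH 7.5, 10mM Mg acetate, 0.01% Tween-20, 0.05% BSA; qHTS 6-point titration, ~60 µM downward; luminescence read.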
ELG1 genotoxic – qHTS screen for small molecules that induce genotoxicity in human embryonic kidney (HEK293T) cells expressing luciferase-tagged ELG1. 1.3% of 330,000 active. HEK293T ELG1-luciferase reporter, luminescence, 16 h. Potency, µM (titrated, usually from 46 µM), for the others: at the top dose activity change, positive = activation, actives largely listed as activators; further: % of control where 0% means no effect; nearly all actives have a fitted effect of over 60% in size
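DMSO vehicle served as control against compound-treated ELG1-luciferase HEK293T cells; exposure lasted 16 hr at 37 °C and 5% CO2, followed by ONE-Glo luminescence detection after 30 min.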
uPA surface inh – qHTS for Inhibitors of Cell Surface uPA Generation; cell surface uPA generation assay, qHTS; Potency, µM (series often up to 38.3 µM), for inactives: at the highest dose activity change, negative = inhibition, hits mostly inhibitors; 0.31% of 330,000 active; AID 540303, 2011; active means well fitted inhibition curve with a large enough effect; inconclusive means small, poorly fitted or top-dose-only effect; inactive means no such curve, though single readings can be large or run the other way; tested in mouse RAW 264.7 cells; further: on the % scale 0 is the no-effect control and ±100 the full control effect; nearly all actives have a fitted effect of over 55% in size
Rab9 promoter act – qHTS Assay for Rab9 Promoter Activators; Huh7 Rab9 promoter-luciferase reporter, luminescence, 24 h; Potency, µM (series often up to 9.22 µM), inactives show at the highest dose activation, negative = inhibition, most hits filed as activators; 2.8% of 320,000 active; AID 485297, 2010; further: % of control where 0% means no effect; nearly all actives have a fitted effect of over 60% in size
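Huh7 cells stably carrying a Rab9 promoter-luciferase reporter, 1500 cells per well in OP-MEM I with 10% FBS, treated with compound 24 hours at 37C. Luciferase activity read by luminescence after 10 minutes with Amplite reagent.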
NPC1 promoter act – qHTS Assay for NPC1 Promoter Activators | Huh7 NPC1 promoter luciferase reporter, 24 h | Potency, µM (doses to about 9.22 µM), without a hit: at the top dose activation, actives largely listed as activators | 2.4% of 320,000 active;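 further: % of control where 0% means no effect; nearly all actives have a fitted effect of over 60% in size; reporter is driven by a mutant NPC1 promoter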
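Luminescence read-out of NPC1 promoter-driven luciferase in stably transfected Huh7 cells; compounds delivered in DMSO and left 24 h at 37C, 5% CO2, qHTS titration format.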
BRCA1 expr up – qHTS Assay to Identify Small Molecule Activators of BRCA1 Expression | Potency, µM (series often up to 46.1 µM), for inactives: at the highest dose activation, usual class: activators | MCF7-BRCA1-FFLuc reporter, luminescence, 48 h; response scale: scaled: vehicle 0%, 10 µM genistein 100% | 1.1% of 380,000 active; further: nearly all actives have a fitted effect of over 80% in size; some results filed as inactive show a strong effect at the top dose
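Using MCF7 cells harboring a BRCA1 firefly luciferase reporter, plated 2 h before compound pinning, the screen measured luminescence after 48 h incubation. Responses were normalized to DMSO and 10 microM genistein, then fitted for concentration-effect.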
p53 reactivator – qHTS assay for re-activators of p53 using a Luc reporter. H1299 p53-A138V BP100-luciferase reporter, luminescence, 24 h. Potency, µM (doses to about 92.2 µM), inactives show at the top dose activity change, positive = activation, hits mostly activators. 0.063% of 320,000 active; further: % of control where 0% means no effect; nearly all actives have a fitted effect of over 45% in size
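H1299 (p53-null), stable ts p53-A138V + BP100-Luc; 1000 cells/well, Opti-MEM/10% FBS; cpd 4 pt, 1:5; 24 h, 37 deg C, 5% CO2; detection reagent 10 min RT; luminescence.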
Gal4-VP16 FLuc – VP16 counterscreen qHTS for inhibitors of ROR gamma transcriptional activity; Drosophila S2 Gal4-VP16 UAS-luciferase, luminescence, 20 h; Potency, µM (top dose mostly 53.6 µM), inactives show top-dose activity, negative = inhibition, usual class: inhibitors; 3.5% of 310,000 active; AID 2546, 2010;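 further: Gal4-VP16 expression switched on by copper sulfate through the metallothionein promoter; on the % scale 0 is the no-effect control and ±100 the full control effect; nearly all actives have a fitted effect of over 50% in size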
MBNL1-CUG inh – qHTS Assay for Inhibitors of MBNL1-poly(CUG) RNA binding. TR-FRET MBNL1-His/biotin-(CUG)12 binding, 665/545 ratio. Potency, µM (titrated, usually from 57.5 µM), for inactives: at the highest dose activity change, negative = inhibition, hits mostly inhibitors. 0.036% of 280,000 active; active means well fitted inhibition curve with a large enough effect in the signal ratio, with a control signal flat, not every such curve was filed as active; inconclusive means small, poorly fitted or top-dose-only effect, or effect the other way, or a change in a side signal; inactive means no such curve, though single readings can be large or run the other way; the % refers to the signal ratio; further: on the % scale 0 is the no-effect control and ±100 the full control effect
Target sequence (Q9NR56 whole entry, looked up): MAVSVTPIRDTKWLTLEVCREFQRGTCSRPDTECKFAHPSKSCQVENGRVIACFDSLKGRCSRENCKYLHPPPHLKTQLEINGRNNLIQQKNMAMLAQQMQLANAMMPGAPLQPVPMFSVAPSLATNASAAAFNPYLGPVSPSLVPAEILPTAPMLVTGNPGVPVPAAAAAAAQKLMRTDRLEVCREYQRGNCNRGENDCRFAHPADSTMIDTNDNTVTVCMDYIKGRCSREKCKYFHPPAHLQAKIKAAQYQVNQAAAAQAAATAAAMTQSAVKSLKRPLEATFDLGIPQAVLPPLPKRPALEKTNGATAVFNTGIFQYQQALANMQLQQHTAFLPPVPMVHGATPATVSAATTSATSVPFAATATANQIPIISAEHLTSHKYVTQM
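His-tagged MBNL1 binding to biotinylated (CUG)12 RNA was measured by TR-FRET using terbium anti-His antibody (0.055 ng/ul final) and streptavidin-XL665 (5 nM final). Compounds were titrated 92 nM to 58 uM; 60 min at room temperature.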
CXXC DNA block – qHTS Fluorescence Polarization Assay for Inhibitors of MLL CXXC domain - DNA interaction; MLL-CXXC / FITC-HOXA9 DNA fluorescence polarization; Potency, µM (series often up to 115 µM), for inactives: at the top dose activity change, negative = inhibition, usual class: inhibitors; 0.037% of 290,000 active; AID 2662, 2010; active means well fitted inhibition curve with a large enough effect in the polarisation, with a control signal flat, not every such curve was filed as active; inconclusive means small, poorly fitted or top-dose-only effect, or effect the other way, or a change in a side signal; inactive means no such curve, though single readings can be large or run the other way; the % refers to the polarisation
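Purified MLL-CXXC (added from a 7 uM solution) was preincubated 5 min at ambient with pinned compounds in 50 mM Tris-HCl pH 7.5, 50 mM NaCl, 1 mM DTT, 0.05% BSA. Fluorescein-labeled HOX-A9 DNA (50 nM solution) followed, 30 min, then polarization read.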
Numbers without * were called inactive; ? = inconclusive; . = not tested or not shown; [ ] = another dose, or the depositor's remark. Unless noted, the call rests on the fitted dose curve; in most records, active means well fitted curve in the direction sought with a large enough effect; inconclusive means small, poorly fitted or top-dose-only effect, or another doubt; inactive means no such curve, though single readings can be large; an effect the other way counts as inactive or inconclusive. Potency means the concentration at half of the fitted maximal effect. The list is partial, so the mix of outcomes need not match the whole.

SMILES	RORg inh	FLuc modulator	ELG1 genotoxic	uPA surface inh	Rab9 promoter act	NPC1 promoter act	BRCA1 expr up	p53 reactivator	Gal4-VP16 FLuc	MBNL1-CUG inh	CXXC DNA block
COc1cc(/C=C/c2nc3ccccc3c(=O)n2-c2cccc(O)c2)ccc1O	-5%	?	4%	-1%	0%	-8%	-40%	-7%	-3%	-7%	46%[activator]
CC(C)N1C(=O)NC(=O)C2(Cc3cc([N+](=O)[O-])ccc3N(C)C2c2ccccc2)C1=O (configuration not stated)	?	-1%	-4%	3%	-5%	-2%	-65%	-6%	-9%	21%	7%
FC(F)(F)c1cccc(NC2=NCCCS2)c1	11%[1.91 µM]	-2%	-3%	9%	-6%	1%	47%	.	19%	0%	3%
COc1cc(OC)c(OC)cc1/C=C(\C#N)C(=O)NCc1cccs1	-4%	1%	-1%	4%	-2%	2%	7%	6%	4%	-4%	?
C=CCn1c(C2CC2)n[nH]c1=S	?	0%	1%	-1%	0%	-8%	-5%	18%	1%	-1%	-2%
CC(C)c1ccc(NC(=O)CCNC(=O)N2C[C@H]3C[C@@H](C2)c2cccc(=O)n2C3)cc1	-13%	4%	3%	-7%	-7%	4%	4%	.	-6%	-5%	-12%
Cc1nn(CC(C)C)c(Cl)c1C(=O)O	-9%	3%	1%	-6%	8%	-8%	-2%	6%	0%	-2%	-2%
O=C(CNS(=O)(=O)c1ccccc1)OCC(=O)c1ccc(OC(=O)c2ccccc2)cc1	-6%	?	2%	.	-2%	-4%	9%	13%	-27%	4%	174%[activator]
O=C(CN1C(=O)CN=C(c2ccccc2Cl)c2cc(Cl)ccc21)NCc1ccco1	30%	-2%	0%	1%	-5%	2%	-9%	-10%	-9%	8%	5%
CN(C)C1(CNC(=O)c2ccc(NS(=O)(=O)c3ccc(Cl)c(Cl)c3)cc2)CCCCC1	.	0%	1%	-6%	-5%	-2%	-2%	1%	.	.	.
CCCCCCC(=O)N/N=C/c1c(O)n(C2CC2)c(=S)[nH]c1=O	-39%	-3%	3%	-4%	0%	-2%	-19%	-1%	-15%	6%	7%
CSc1ncc(/C=C2/C(=O)NC(=O)N(c3ccc(C)cc3)C2=O)cn1	?	-19%	0%	5%	-2%	-3%	1%	-7%	4%	1%	-25%
CCc1cccc(NC(=O)Cn2c(=O)oc3cc(S(=O)(=O)N4CCOCC4)ccc32)c1	-1%	-2%	-5%	?	-11%	-5%	-10%	-3%	-12%	-14%	-15%
Cc1cc(/C=C2/C(=O)NC(=O)N(Cc3ccco3)C2=O)c(C)n1-c1ccc(C(=O)O)cc1	-19%	-3%	0%	-1%	-3%	1%	-31%	4%	-3%	13%	-14%
COc1ccc(Cn2c(N)c(C(=O)NCc3ccco3)c3nc4ccccc4nc32)cc1OC	27%	1%	-2%	-3%	-4%	-6%	.	-21%	-9%	25%	18%
CC(C)CC12CN3CCN(CC(C3)C1O)C2 (configuration not stated)	13%	6%	-1%	-4%	-1%	-2%	2%	1%	2%	4%	-1%
COC(=O)C1=C(c2ccc(OC(F)(F)F)cc2)C[C@@H]2CC[C@H]1N2C(=O)NC1Cc2ccccc2C1	.	4%	-4%	-4%	3%	-2%	-41%	5%	.	.	.
CCN(CC)CCCNC(=O)c1c(O)c2ccccc2n(Cc2ccccc2)c1=O	-9%	1%	-1%	-7%	1%	0%	.	-11%	-4%	-9%	?
CC(C)c1onc(C(=O)N2CCC3(CC2)OCCO3)c1[N+](=O)[O-]	-5%	2%	1%	1%	4%	1%	12%	13%	0%	0%	9%
CCN(CC)S(=O)(=O)c1ccc(NN=C(C#N)C#N)cc1	2%	?	-20%	-4%	-7%	1%	-25%	25%	?	?	-2%
CCOc1cccc(N2C(=O)CC(=O)NC2=O)c1	-18%	-1%	-2%	4%	-2%	-1%	-3%	12%	4%	-9%	1%
C=CCc1c(C)nc(C)nc1N/N=C/c1ccc(N(C)C)cc1	4.5µM*	-3%	-2%	1%	-18%	-8%	-81%	0%	?	?	3%
NCCc1nc2ccccc2s1	12%	-7%	0%	2%	-2%	0%	-24%	1%	5%	-7%	-1%
O=C(Cc1ccc(N(CCCl)CCCl)cc1)NC(Cc1ccc(Cl)cc1)C(=O)O (configuration not stated)	21%	-3%	-5%	?	-5%	2%	14%	1%	-1%	-3%	?
N=C1c2ccccc2CN1NC(=O)c1ccccc1	-25%	-4%	-1%	-2%	1%	8%	19%	17%	5%	?	0%
COc1ccc(OC)c(C2C(C#N)=C(N)Oc3c2c(C)nn3-c2ccc(C)cc2)c1 (configuration not stated)	?	2%	-8%	-1%	-3%	-8%	-38%	11%	14%	8%	-3%
O=[N+]([O-])c1ccc(N2CCNCC2)cc1Sc1ccccn1	-11%	-1%	-3%	-1%	-3%	-3%	-24%	-10%	1%	.	6%
Cc1cccc(C)c1N1CCN(c2c(C)cccc2C)CC1	-13%	0%	-3%	-3%	-2%	-2%	9%	3%	-5%	-6%	7%
COc1ccc(-n2c(=S)[nH]c3c(sc(=S)n3-c3ccccc3)c2=O)c(OC)c1	-21%	11µM*	0%	-2%	-3%	-7%	6%	3%	-4%	?	1%
Cc1cc(C)nc(OC(=O)c2ccc(Cl)cc2Cl)n1	24%	?	-1%	.	-19%	-8%	.	-1%	-15%	0%	61%[activator]
CCCC/C(C)=C/[C@@H](NP(=O)(c1ccccc1)c1ccccc1)c1ccccc1	?	-4%	-3%	?	9%	4%	-50%	-24%	?	?	-2%
O=C(OCc1ccc(Cl)c(Cl)c1)c1ccccn1	-7%	15µM*	1%	.	-2%	-2%	0%	2%	13%	-1%	3%
CC/C(=C\C=C\[C@@H]1C=C[C@@H]2CCC[C@H]2[C@@H]1C(=O)c1ccc[nH]1)[C@@H]1O[C@@H]([C@@H](C)C(=O)O)CC[C@@H]1C	?	?	-5%	-11%	-5%	0%	.	?	10µM*	6%	0%
ClCCOCCCl	1%	0%	2%	-1%	-6%	-2%	5%	-1%	0%	.	.
O=C(Nc1ccc(Cl)c(Cl)c1)c1ccco1	?	21µM*	?	2%	?	?	41%	5%	?	-1%	-4%
c1coc(CNCCc2c[nH]c3ccccc23)c1	20%	2%	0%	-3%	11%	-1%	-14%	7%	8%	-2%	-2%
Cc1cc(C)c(C2=NOC(O)(C(F)(F)F)C2)c(=O)[nH]1 (configuration not stated)	2%	1%	1%	5%	-3%	-3%	-1%	2%	0%	0%	0%
COC(=O)C1=C(c2ccc(OC)c(OC)c2)C[C@@H]2CC[C@H]1N2C(=O)NCC1CC1	.	-2%	5%	3%	-4%	0%	3%	6%	.	.	.
N#CCCn1cc(C(=O)Nc2ccccc2Cl)c(-c2ccc([N+](=O)[O-])cc2)n1	7%	-1%	-3%	-4%	-4%	0%	-16%	-9%	-1%	12%	5%
CN1CCN(Cc2cc(=O)n3ccsc3n2)CC1	15%	-1%	-5%	1%	-1%	-1%	0%	16%	-7%	?	4%
CCCc1nnc(NC(=O)CCC(=O)N2CCN(Cc3ccc(OC)c(F)c3)CC2)s1	?	6%	-3%	-21%	-5%	1%	-43%	3%	0%	-11%	-14%
Cc1onc(-c2ccccc2)c1C(=O)N1CCC2(CC1)OCCO2	-2%	0%	0%	.	1%	2%	2%	-7%	-2%	-3%	-2%
CC(C)OC(=O)C1C(=O)NC2(C)CC1c1ccccc1O2 (configuration not stated)	-12%	10%	4%	2%	-1%	-6%	-3%	-5%	-2%	9%	17%
CCC(C)n1c(O)c(/C=N/Nc2nc3c(c(=O)n(C)c(=O)n3C)n2C)c(=O)[nH]c1=S (configuration not stated)	-32%	-18%	-2%	4%	-3%	2%	-41%	4%	-2%	19%	45%[activator]
